HEK293 tox – cytotoxicity counter-screen for GLP-1 receptor inverse agonists | HEK293 cAMP-luciferase reporter cells, luminescence, 24 h | Potency, µM (doses to about 38.3 µM), without a hit: at the highest dose activity change, negative = inhibition, most hits filed as inhibitors | 410,000 tested, 0.13% active;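 further: loss of luciferase light is scored as toxicity; on the % scale 0 is the no-effect control and ±100 the full control effect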
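Step one: seed cells (200 cells/uL, DMEM with 10% Nu serum, 1% pen-strep). Step two: 12-hour incubation at 37 deg C. Step three: pin 23 nL compound, incubate 24 hr. Step four: add luciferase reagent, read luminescence 12 min later.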
HT1080 IDH1KD tx – kills HT-1080 cells with IDH1 knockdown. HT-1080 IDH1 knockdown viability, ATP luminescence, 48 h. Potency, µM (series often up to 46.1 µM), inactives show at the highest dose activity, negative = toxicity, actives largely listed as cytotoxic. 360,000 tested, 2% active;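 further: 0% = DMSO wells and -100% = cell-free medium wells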
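Knockdown cells (IDH1KD HT-1080) received compounds 2 h after plating at 750 cells/well and were kept 48 h at 37 °C in 5% FBS RPMI. A CellTiter-Glo luminescence read gave % activity for curve fitting.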
SW480 rereplic – DNA re-replication induction in SW480 cells | SW480 DNA re-replication, Hoechst DNA content imaging, 48 h | 340,000 tested, 1.8% active | Potency, µM (top dose mostly 46.1 µM), for the others: at the highest dose re-replication activation, most hits filed as activators; further: % of control where 0% means no effect; nearly all actives have a fitted effect of over 55% in size
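Readout is total intensity of Hoechst-stained nuclei, excited at 405 nm and collected at 500-530 nm. Compound treatment lasted 48 hr at 37 C in 5% CO2 before staining.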
TDP-43 yeast inh – rescues yeast growth from TDP-43 toxicity. AID 652104. 410,000 tested, 1.8% active. Potency, µM (doses to about 46.1 µM), inactives show at the top dose growth rescue (activation), actives largely listed as activators. TDP-43 expressing yeast growth rescue, BacTiter-Glo, 24 h; further: % of control where 0% means no effect; nearly all actives have a fitted effect of over 50% in size
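Yeast expressing TDP-43 (pregrown in raffinose, seeded at OD600=0.02 in galactose medium) exposed to compounds 24 hr at 30 deg C. Growth read by BacTiter-Glo luminescence; rescue of toxicity appears as increased signal.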
GLP-1R agonist – agonists of human GLP-1 receptor; HEK293 GLP-1R CRE-luciferase, luminescence, 4-6 h; cells express a hypersensitive GLP-1R form; Potency, µM (titrated, usually from 45.6 µM), for inactives: at the top dose activation, usual class: activators; 380,000 tested, 0.007% active; AID 624172; further: % of control where 0% means no effect
Target sequence (P43220 whole entry, looked up): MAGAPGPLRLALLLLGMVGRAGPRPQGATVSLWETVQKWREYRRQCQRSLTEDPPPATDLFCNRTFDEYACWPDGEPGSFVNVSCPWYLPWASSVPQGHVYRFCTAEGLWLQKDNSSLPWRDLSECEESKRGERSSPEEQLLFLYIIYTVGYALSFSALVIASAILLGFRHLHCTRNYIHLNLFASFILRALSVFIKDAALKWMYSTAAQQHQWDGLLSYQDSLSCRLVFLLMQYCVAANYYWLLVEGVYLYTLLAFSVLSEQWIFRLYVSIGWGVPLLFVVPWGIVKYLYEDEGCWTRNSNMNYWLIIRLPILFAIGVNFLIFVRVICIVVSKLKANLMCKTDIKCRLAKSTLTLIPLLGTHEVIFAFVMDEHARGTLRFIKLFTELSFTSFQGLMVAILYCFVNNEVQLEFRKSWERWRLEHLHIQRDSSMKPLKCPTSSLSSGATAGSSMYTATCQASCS
KB-3-1 cytotox – kills parental KB-3-1 adenocarcinoma cells. KB-3-1 viability, CellTiter-Glo ATP luminescence, 72 h. AID 1347075. Potency, µM (top dose mostly 46.1 µM), for inactives: at the top dose activity change, negative = cytotoxic, actives largely listed as cytotoxic. 400,000 tested, 1.4% active; further: on the % scale 0 is the no-effect control and ±100 the full control effect; nearly all actives have a fitted effect of over 60% in size
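Parental KB-3-1 viability, qHTS format: 72 h compound exposure, 37 °C; CellTiter-Glo; media-only wells and DMSO plates as controls; concentration-effect fits on corrected data.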
HT1080NT lethal – kills 2HG-producing HT-1080-NT fibrosarcoma cells. HT-1080-NT fibrosarcoma viability, CellTiter-Glo ATP luminescence, 48 h. Potency, µM (titrated, usually from 46.1 µM), for the others: at the top dose activity, negative = less viability, actives largely listed as cytotoxic. 360,000 tested, 1.6% active. AID 686970;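 further: NT is the 2HG producing partner of a matched IDH1 knockdown line; 0% = DMSO-treated cells and -100% = media-only wells without cells; nearly all actives have a fitted effect of over 55% in size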
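Viability by CellTiter-Glo luminescence after 48 h compound exposure at 37C of HT-1080-NT cells (750/well, RPMI, 5% FBS). % activity scaled between DMSO wells and medium-only wells, then curve-fitted and categorized by curve class.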
GLP-1R inv ag – inverse agonists of human GLP-1 receptor; P43220; HEK293 GLP-1R CRE-luciferase, luminescence, 24 h; GLP-1R form is constitutively active; Potency, µM (highest dose often 38.3 µM), without a hit: at the top dose activity change, negative = inhibition, hits mostly inhibitors; 410,000 tested, 1.6% active; further: on the % scale 0 is the no-effect control and ±100 the full control effect; nearly all actives have a fitted effect of over 55% in size
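Stable HEK293 clone (constitutively active GLP-1R + cAMP-response luciferase); 200 cells/uL plated, 12 h pre-culture, compound 24 hr, 37 deg C/5% CO2; detection reagent 12 min RT; luminescence.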
KB-V1 cytotox – KB-V1 MDR subline cytotoxicity; KB-V1 MDR cells viability, CellTiter-Glo, 72 h; 400,000 tested, 3.4% active; Potency, µM (series often up to 46.1 µM), for inactives: top-dose activity change, negative = cytotoxicity, usual class: cytotoxic; further: on the % scale 0 is the no-effect control and ±100 the full control effect; nearly all actives have a fitted effect of over 60% in size
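In this primary screen, KB-V1 cells overexpressing P-gp are incubated with library compounds (lowest to highest concentration) for 72 h at 37 degrees C before a luminescent ATP viability read.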
* = called active by the depositor; ? = inconclusive; . = no result given; [ ] = another dose, or the depositor's remark. The call rests on the fitted dose curve; in most records, active means well fitted curve in the direction sought with a large enough effect; inconclusive means small, poorly fitted or top-dose-only effect, or another doubt; inactive means no such curve, though single readings can be large; an effect the other way counts as inactive or inconclusive. Potency means the concentration at half of the fitted maximal effect. Hits appear at their usual frequency, and some 9.4% of all compounds hit somewhere here.

Screens in order: HEK293 tox, HT1080 IDH1KD tx, SW480 rereplic, TDP-43 yeast inh, GLP-1R agonist, KB-3-1 cytotox, HT1080NT lethal, GLP-1R inv ag, KB-V1 cytotox
#1 CCOC(=O)Nc1cc(OC)c(OC)cc1Cc1nccc2cc(OC)c(OC)cc12
  -10%, ?, 11%, -3%, 8%, -12%, -2%, 25%, -6%
#2 Cc1c(-c2ccc(Cl)cc2)oc(=O)c2c(N)n(-c3ccccc3)nc12
  ?, -17%, 0%, -6%, 2%, ?, 0%, -33%, 21µM*
#3 O=C(NCc1ccccn1)c1nn(-c2ccccc2)c(=O)c2ccccc12
  4%, 2%, -2%, 14%, 7%, 2%, -3%, 43%[activator], ?
#4 COc1ccc(OC)c(-c2nc3c(C)n[nH]c(=O)c3[nH]2)c1
  -24%, ?, 8%, 5%, -7%, 8%, ?, 30%, 18µM*
#5 O=C(CC1C(=O)N(c2ccc(F)cc2)C(=O)N1Cc1ccc2c(c1)OCO2)Nc1ccc(F)cc1 (centres undefined)
  1%, ., ., 0%, ., 1%, ., -11%, 5%
#6 O=C(OC(C(=O)NCC1CCCO1)c1ccccn1)c1cccs1 (centres undefined)
  -22%, 14%, -18%, 1%, 0%, 2%, 0%, 14%, 11%
#7 Cn1c(SCC(=O)NNC(=O)Cc2ccccc2)nc2ccccc2c1=O
  4%, 0%, ?, 0%, -7%, 2%, 0%, 0%, -3%
#8 CC(=O)/C=C1/C(=O)Nc2ccccc21
  ?, ?, -5%, -92%[inhibitor], -4%, ?, ?, -24%, 7%
#9 CCN1CCN(c2oc(-c3ccc(OC)cc3)nc2C#N)CC1
  -7%, 15%, -4%, -5%, -3%, -1%, -1%, -21%, -29%
#10 CC(C)CN(C(=O)COC(=O)Cc1n[nH]c(=O)c2ccccc12)C1CCS(=O)(=O)C1 (centres undefined)
  -14%, 2%, -1%, 10%, -8%, 2%, 5%, 0%, -3%
#11 CCn1cc(CN2CCC(C(=O)Nc3ccc(Oc4ccccc4F)cc3)CC2)cn1
  -11%, -29%, ., 3%, -1%, -11%, -14%, ?, ?
#12 Cc1csc(CN(C)C(=O)C2CCC(=O)N(Cc3ccc(Cl)cc3)C2)n1 (centres undefined)
  -12%, 12%, -7%, -1%, -1%, 9%, 4%, -23%, 5%
#13 Cn1nc([N+](=O)[O-])nc1N1CCOCC1
  1%, -1%, -6%, -4%[0.397 µM], 14%, 4%, 15%, 14%, 11%
#14 CCOc1ccc(CCNC(=O)CN2CCN(Cc3ccc(F)cc3Cl)C2=O)cc1OCC
  3%, ., ., 26%, 0%, 9%, ., -15%, -4%
#15 COc1ccc(Nc2nc(-c3cccs3)nc3ccccc23)cc1S(=O)(=O)N1CCOCC1
  -13%, ?, ?, -9%, 12%, ?, 16µM*, -17%, ?
#16 Cc1ccc(S(=O)(=O)CCC(=O)OCC(=O)NCc2ccc(Cl)cc2)cc1
  3%, 4%, -2%, -7%, 23%, -4%, 1%, 13%, -5%
#17 O=C(c1cccc(S(=O)(=O)N2CCCc3ccccc32)c1)N1CCN(c2ccccc2)CC1
  -1%, ?, 22%, -3%, 3%, ?, 1%, ?, -7%
#18 O=C1C(c2ccc(F)cc2)N(C2CCCCC2)C(=O)CN1C1CCCC1 (centres undefined)
  -4%, -28%, -3%, -21%, 1%, -7%, -1%, -8%, -29%
#19 Oc1cc2c(cc1CN1CCN(c3ncccn3)CC1)OCO2
  -8%, 2%, 0%, 2%, -4%, 11%, 10%, 6%, 9%
#20 CCN(CC)CCCNC(=O)c1cc2nc(-c3ccccc3)cc(C(F)(F)F)n2n1
  8%, -2%, -8%, 5%, -6%, 1%, 2%, -25%, -9%
#21 O=S(=O)(O)c1cc(OS(=O)(=O)c2ccccc2)cc2ccccc12
  -7%, 1%, -28%, 13%, 8%, -9%, 3%, 11%, 2%
#22 COc1ccccc1OCC(=O)Nc1ncc(C)s1
  11%, 11%, -5%, ?, 6%, 21%, 14%, -23%, 1%
#23 Cc1cccc(NC(=O)C2CCN(S(=O)(=O)c3ccc(Cl)cc3)CC2)n1
  9%, -9%, ?, -4%, 0%, -29%, ?, 9%, ?
#24 C#CCn1c(/C=C/c2ccc(Cl)cc2)nc2ccccc21
  -7%, ., ., 35µM*, ., -25%, ., ?, 12%
#25 CC(C)[C@H](NC(=O)[C@H](CCCN=C(N)N)NC(=O)NC(Cc1ccccc1)C(=O)O)C(=O)NC(C=O)CCCN=C(N)N (some centres undefined)
  ?, -1%, -58%[inhibitor], 20%, 5%, 0%, -21%, 10%, 7%
#26 Cc1ccc(C)c2c1cc(C)c1nnc(SCC(=O)Nc3nc4c(s3)CCCC4)n12
  -24%, 5%, 2%, 0%, -4%, -12%, 7%, -21%, -13%
#27 CCOC(=O)N1CCN(C(=O)c2cc3ccccc3o2)CC1
  0%, 20%, -3%, 15%, -5%, -6%, 26%, 4%, -3%
#28 CCOC(=O)N1CCN(S(=O)(=O)N2CCCC(C(=O)NCCCN3CCCCC3)C2)CC1 (centres undefined)
  -5%, 20%, -1%, 2%, 2%, -1%, 3%, 35%[activator], 4%
#29 Cc1ccc(C)c(NC(=O)COC(=O)c2cccc(S(=O)(=O)N3CCCCC3)c2)c1
  1%, 11%, -7%, 12%, -4%, 8%, 13%, -7%, 10%
#30 CC(=O)Nc1ccc(N(C(=O)CNC(=O)c2ccco2)C(C(=O)NCC2CCCO2)c2ccccc2)cc1 (centres undefined)
  5%, 6%, 21%, -21%[9.22 µM], -1%, 17%, 15%, 8%, ?
#31 NC(=O)CSc1nc(O)cc(=O)n1-c1ccccc1
  -9%, 18%, -12%, 5%, -26%, 8%, 14%, 8%, 8%
#32 C=CCn1c(=N)n(CC(=O)c2ccc(Br)s2)c2ccccc21
  ?, -23%, ?, 12%, 16%, 15µM*, -30%, ?, 0%
#33 CCOC(=O)c1nnn(CC(=O)Nc2cc(F)ccc2F)c1C(=O)OCC
  -5%, 8%, 0%, 9%, -11%, 9%, 14%, -21%, 13%
#34 NS(=O)(=O)c1ccc(CCNC(=O)c2ccc(NS(=O)(=O)c3ccc4[nH]c(=O)[nH]c4c3)cc2)cc1
  5%, -4%, -3%, -7%, 3%, 3%, -4%, 1%, -5%
#35 COC(=O)c1ccccc1S(=O)(=O)C(C)(C)C
  -2%, 15%, 8%, 5%, -8%, -3%, 11%, 12%, 1%
#36 O=C(CN1C(=O)S/C(=C\c2ccccc2)C1=O)NNC(=O)c1ccccc1O
  -5%, -2%, -1%, -20%, 0%, 1%, -9%, 2%, 10%
#37 C=CCN1C(=O)N(c2ccc(F)cc2)C(=O)C1CC(=O)Nc1ccc(Cl)cc1 (centres undefined)
  0%, -17%, -5%, -31%[inhibitor], 5%, 7%, 4%, ?, -2%
#38 Cc1nn(C)cc1C1C(C#N)=C(N)N(c2ccc(F)c([N+](=O)[O-])c2)C2=C1C(=O)CCC2 (centres undefined)
  -1%, -2%, -265%[inhibitor], 5%, 3%, 3%, -2%, 10%, -9%
#39 COCCNC(=O)c1onc(CSc2ccccc2C)c1C(=O)O
  1%, -4%, -27%, -12%, -3%, 0%, -1%, -2%, ?
#40 O=C(c1cc(-c2ccncc2)nc2ccc(Br)cc12)N1CCN(c2ccccn2)CC1
  -5%, 1%[9.24 µM], 0%, -5%, -1%, 11%, -3%, 0%, -17%

6 structures from above, ordered by count of non-hydrogen atoms, low to high.
Screens in order: HEK293 tox, HT1080 IDH1KD tx, SW480 rereplic, TDP-43 yeast inh, GLP-1R agonist, KB-3-1 cytotox, HT1080NT lethal, GLP-1R inv ag, KB-V1 cytotox
#35 COC(=O)c1ccccc1S(=O)(=O)C(C)(C)C
  -2%, 15%, 8%, 5%, -8%, -3%, 11%, 12%, 1%
#31 NC(=O)CSc1nc(O)cc(=O)n1-c1ccccc1
  -9%, 18%, -12%, 5%, -26%, 8%, 14%, 8%, 8%
#32 C=CCn1c(=N)n(CC(=O)c2ccc(Br)s2)c2ccccc21
  ?, -23%, ?, 12%, 16%, 15µM*, -30%, ?, 0%
#29 Cc1ccc(C)c(NC(=O)COC(=O)c2cccc(S(=O)(=O)N3CCCCC3)c2)c1
  1%, 11%, -7%, 12%, -4%, 8%, 13%, -7%, 10%
#40 O=C(c1cc(-c2ccncc2)nc2ccc(Br)cc12)N1CCN(c2ccccn2)CC1
  -5%, 1%[9.24 µM], 0%, -5%, -1%, 11%, -3%, 0%, -17%
#34 NS(=O)(=O)c1ccc(CCNC(=O)c2ccc(NS(=O)(=O)c3ccc4[nH]c(=O)[nH]c4c3)cc2)cc1
  5%, -4%, -3%, -7%, 3%, 3%, -4%, 1%, -5%

3 compounds from above, sorted by the value under SW480 rereplic, high to low:
nr	mol	SW480 rereplic
33	CCOC(=O)c1nnn(CC(=O)Nc2cc(F)ccc2F)c1C(=O)OCC	0%
28	CCOC(=O)N1CCN(S(=O)(=O)N2CCCC(C(=O)NCCCN3CCCCC3)C2)CC1 (centres undefined)	-1%
31	NC(=O)CSc1nc(O)cc(=O)n1-c1ccccc1	-12%

Additional compounds
Screens in order: HEK293 tox, HT1080 IDH1KD tx, SW480 rereplic, TDP-43 yeast inh, GLP-1R agonist, KB-3-1 cytotox, HT1080NT lethal, GLP-1R inv ag, KB-V1 cytotox
#41 CSc1nc(N)nc(SC2C=CCCC2)c1C#N (centres undefined)
  ?, 0%, -1%, 14%, 27%, 1%, -8%, 47%[activator], 6%
#42 N#Cc1ccc(C(=O)NCCCSc2ccccc2)cc1
  -9%, -15%, -17%, 24%, 3%, 2%, -3%, -21%, -5%
#43 COc1cccc(Nc2nc(-c3cccs3)nc3ccccc23)c1
  -5%, ?, ?, -13%[0.397 µM], 27%, -2%, 16µM*, 11µM*, ?
#44 CC1CCN(c2c(NCC3CCC(C(=O)NCc4ccccc4)CC3)c(=O)c2=O)CC1 (centres undefined)
  0%, -1%, 0%, -3%, -4%, -1%, 18%, 6%, 0%
#45 COC(=O)Nc1c(C(=O)OC)cc(OC)c(OC)c1OC
  -5%, 15%, -3%, -7%, 3%, 4%, 14%, 10%, 4%
#46 COc1cc(C(=O)NCC2(c3ccccc3)CCCC2)cc(OC)c1OC
  -2%, 8%, 6%, 24%, 2%, 7%, 30%, ?, 0%

Bioassay records (PubChem)
